# S1P2 antag = antagonists of human S1P2 receptor | AID 736 | inhibition, % at 5 µM | O95136 | cell-based S1P2 antagonist assay, inhibition at 5 uM | 0.21% of 97,000 active; in the data active means inhibition above about 45%;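 further: CRE beta-lactamase reporter cells expressing human S1P2 stimulated with S1P; 0% = agonist at EC80 alone and 100% = agonist plus reference antagonist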
# Target sequence (O95136 whole entry, looked up): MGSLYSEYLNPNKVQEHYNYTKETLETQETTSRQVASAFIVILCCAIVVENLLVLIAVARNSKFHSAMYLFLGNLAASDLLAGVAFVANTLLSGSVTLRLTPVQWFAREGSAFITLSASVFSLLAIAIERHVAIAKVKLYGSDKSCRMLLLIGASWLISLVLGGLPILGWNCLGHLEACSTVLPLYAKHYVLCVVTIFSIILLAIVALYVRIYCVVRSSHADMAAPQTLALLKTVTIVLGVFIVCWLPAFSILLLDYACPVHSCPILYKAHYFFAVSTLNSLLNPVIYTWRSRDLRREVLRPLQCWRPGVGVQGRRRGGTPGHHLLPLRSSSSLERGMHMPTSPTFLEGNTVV
# sEH inhibitor = blocks human soluble epoxide hydrolase activity | recombinant human sEH enzymatic activity assay | inhibition, % at 2 µM | 0.34% of 91,000 active | AID 707; in the data active means inhibition above about 80%; further: values of inactives mirror those of a sister screen read the other way; many of its hits are not listed in these tables
# PostGolgi yeast = growth inhibition of a yeast mutant, post-Golgi transport screen | post-Golgi transport phenotypic cell assay | inhibition, % at 10 µM | 0.9% of 98,000 active | AID 739;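 further: yeast cells grown in 1536-well plates; yeast grown about 18 h at 30C before absorbance read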
# S1P2 agonist = S1P2 (human) receptor agonism. O95136. S1P2-expressing cell line, agonist reporter read-out. activation, % at 4.5 µM. 0.46% of 97,000 active. AID 729; in the data active means activation above about 16%;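 further: 0% = vehicle low control and 100% = maximal reference agonist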
# PLAP activator = activates human placental alkaline phosphatase; purified PLAP enzyme, luminescent substrate read-out; hits give high values; activation fold at 20 µM; 1.2% of 96,000 active; AID 696; in the data active means activation fold above about 2
# Target sequence (P05187 whole entry, looked up): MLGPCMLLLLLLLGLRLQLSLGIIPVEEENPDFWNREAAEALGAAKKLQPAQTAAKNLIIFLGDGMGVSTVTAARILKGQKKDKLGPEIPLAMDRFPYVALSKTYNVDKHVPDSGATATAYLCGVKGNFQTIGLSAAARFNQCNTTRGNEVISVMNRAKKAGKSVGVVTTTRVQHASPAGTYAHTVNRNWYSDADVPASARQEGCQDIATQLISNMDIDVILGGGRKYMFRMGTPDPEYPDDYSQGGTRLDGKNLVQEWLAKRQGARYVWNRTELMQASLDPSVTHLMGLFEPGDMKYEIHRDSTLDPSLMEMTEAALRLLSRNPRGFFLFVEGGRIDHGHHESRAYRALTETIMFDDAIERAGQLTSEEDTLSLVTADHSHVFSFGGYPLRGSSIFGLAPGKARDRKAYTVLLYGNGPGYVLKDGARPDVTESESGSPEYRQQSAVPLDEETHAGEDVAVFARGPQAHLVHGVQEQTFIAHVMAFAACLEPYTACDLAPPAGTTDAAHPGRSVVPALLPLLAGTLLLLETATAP
# CD11b adhes inh = CD11b/CD18-fibrinogen binding inhibition | K562 CD11b/CD18 adhesion to fibrinogen, ATPlite luminescence; Mn2+ added to activate the integrin | P05107+P11215 | 0.54% of 93,000 active | inhibition, % at 10 µM;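 active means primary inhibition of 50% or more at 10 µM, then 40% or more on retest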; further: some results filed as inactive read as strong as hits
# sEH activator = increases human soluble epoxide hydrolase activity | P34913 | purified human sEH enzymatic activity, activator screen | activation, % at 2 µM | 0.04% of 91,000 active; in the data active means activation above about 37%; further: values of inactives mirror those of a sister screen read the other way
# PostGolgi ctrl = yeast control strain growth, post-Golgi counter-screen. efflux-deficient yeast background strain, growth absorbance A615, 16 h. inhibition, % at 10 µM. 5% of 98,000 active. AID 738
# Ecoli WT expand = growth inhibitors of E. coli BW25113 wild type; OD600 absorbance; growth inhibition, % at 100 µM; 0.15% of 98,000 active; AID 710;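 active means growth inhibition above about 50% at one test dose, limit read from the data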;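 further: growth measured after 20 h incubation at 37 °C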
# * marks the source's active call; other numbers are inactive results; . = not tested or not shown. Unless noted, no stated cut-off is given here; in the data, active means inhibition above about 30%; inactive means the rest. Rows are unselected. About 7.1% of those tested had a hit in this group.
entry	SMILES	S1P2 antag	sEH inhibitor	PostGolgi yeast	S1P2 agonist	PLAP activator
1	CCc1ccc2c(c1)c(N=NC1=NC(=O)CS1)c(O)n2C	-10	8	1	-5	1
2	COc1ccc(OC)c(S(=O)(=O)NCC2CCCO2)c1 (stereo not drawn)	-6	.	-2	-3	1
3	CCOc1cc(N2CCOCC2)c(OCC)cc1NC(=O)CN1C(=O)NC(Cc2ccccc2)C1=O (stereo not drawn)	5	-13	6	-5	1.6
4	Nn1c(=O)c2ccccc2n2c(SCc3ccc(C(F)(F)F)cc3)nnc12	-11	-26	-3	-6	1.4
5	COc1ccc(-c2cc(C(=O)Nc3ccc(C)cc3)no2)cc1	-15	11	27	1	0.7
6	N#CCSc1nnc(-c2ccc(S(=O)(=O)N3CCOCC3)cc2)n1CC1CCCO1 (stereo not drawn)	9	-9	-6	-6	0.9
7	O=C(O)CSC(C(=O)Nc1ccc(C(F)(F)F)cc1)c1ccccc1 (stereo not drawn)	17	2	13	-5	1.1
8	O=C(CSc1nnc(COc2ccc(Cl)cc2)o1)N1CCN(c2ccccc2)CC1	.	.	2	.	1
9	CCC(C)N1CC23C=CC(O2)C(C(=O)OCc2ccccc2)C3C1=O (stereo not drawn)	-12	9	6	-8	0.9
10	COc1ccccc1C(=O)NNC1=C(C(=O)C(F)(F)F)CCC1	8	1	4	-4	1.3
11	CCOC(=O)c1[nH]c2ccccc2c1NC(=O)C1CCCCC1	12	4	3	-2	.
12	Cc1ccc(Cn2c(=O)c3ccccc3n3c(CCC(=O)O)nnc23)cc1	14	4	.	-4	.
13	CCn1c(=O)c(C(=O)NCc2ccc(OC)c(OC)c2)c(O)c2ccccc21	13	-1	-3	-4	1.2
14	COC(=O)c1cc(COc2ccc3oc(C)c(C(=O)OC)c3c2)c(C)o1	-9	6	-3	-3	1.8
15	COC(=O)c1cccnc1N1CCN(c2ccccc2F)CC1	-11	5	25	-6	1

entry	CD11b adhes inh	sEH activator	PostGolgi ctrl	Ecoli WT expand
1	-15	-7	18	-2
2	-3	.	1	-8
3	6	13	-10	-8
4	-4	27	1	2
5	-11	-9	0	-22
6	-15	9	0	-2
7	-1	1	6	-12
8	-9	.	3	-14
9	-9	-10	16	-3
10	.	-2	18	30
11	.	-1	5	-12
12	.	-4	.	.
13	-2	2	13	-7
14	28	-6	19	-14
15	-2	-4	1	0

# Further structures follow:
entry	SMILES	S1P2 antag	sEH inhibitor	PostGolgi yeast	S1P2 agonist	PLAP activator
16	Cc1oc(-c2ccccc2)nc1C(=O)Nc1nccs1	6	5	0	-4	2*
17	COc1cc(C2c3c(-c4cc(C)cc(C)c4O)n[nH]c3C(=O)N2CCCO)cc(OC)c1OC (stereo not drawn)	7	-14	6	-6	2.1*
18	CC(=O)CC(c1ccc([N+](=O)[O-])cc1)c1c(O)c2ccccc2oc1=O (stereo not drawn)	0	-6	1	-3	1.2
19	CCOC(=O)CNC(=O)CSc1nc(Cc2cccs2)nc2ccccc12	8	15	-8	-7	1.1
20	CCOc1ccc(-c2cc(CCCC(=O)NCc3cccnc3)no2)cc1	.	.	1	.	1.2
21	O=C(CCN1C(=O)c2ccccc2C1=O)Nc1ccc(S(=O)(=O)NC2=NCCCCC2)cc1	13	20	-30	-3	1.1
22	Cc1ccccc1CSc1nnc(C)n1N	2	4	-2	-1	0.9
23	Cc1ccc(-c2nc3ccccc3s2)cc1NC(=O)c1ccc2c(c1)OCO2	11	5	-8	-7	0.9
24	CCn1ncc(Br)c1C(=O)N(C)C12CC3CC(CC(C3)C1)C2	-4	-1	3	-8	1.1
25	O=C(CSCc1ccc([N+](=O)[O-])cc1)NCCSCc1ccccc1	11	16	-8	-2	0.7
26	COc1cccc(N2C(=O)C3CCCN3C2c2ccc(Cl)cc2)c1 (stereo not drawn)	16	4	-7	-4	1.6
27	CCCOc1ccc(-c2nc(C#N)c(N3CCC(C(N)=O)CC3)o2)cc1	3	1	1	-4	0.9
28	Cc1ccc(Cc2cnc(NC(=O)/C(C#N)=C/c3ccc(-c4cccc([N+](=O)[O-])c4)o3)s2)cc1	9	-1	-3	-10	1
29	COc1ccccc1NC(=S)NCc1ccco1	-2	2	-3	-4	1
30	Cn1c(=O)c2c(ncn2CC(=O)Nc2ccccc2Sc2ccccc2)n(C)c1=O	-9	-3	8	-5	1.2

entry	CD11b adhes inh	sEH activator	PostGolgi ctrl	Ecoli WT expand
16	-6	-6	16	-9
17	1	16	-1	-7
18	0	9	11	9
19	.	-13	-9	-5
20	15	.	11	10
21	7	-20	2	6
22	-8	-2	11	5
23	4	-4	1	-7
24	-12	4	21	6
25	.	-17	10	-4
26	1	-7	-3	8
27	-10	0	-2	-7
28	-21	2	2	-9
29	-2	2	7	8
30	-9	3	2	-1

# (continued)
entry	SMILES	S1P2 antag	sEH inhibitor	PostGolgi yeast	S1P2 agonist	PLAP activator
31	N#CCC(=N)N1CCN(c2ccc(Cl)cc2)CC1	-2	-8	14	-3	1
32	O=C(Cn1c(C(=O)NCc2ccco2)cc2sccc21)c1ccccc1	-9	4	-4	0	1
33	CC1CC(C)CN(CC(C)(C)NS(=O)(=O)c2ccccc2)C1 (stereo not drawn)	-17	0	15	-1	0.7
34	Cc1cc(C)nc(-n2nc(C)c(Oc3ccccc3O)c2C)n1	7	-7	7	0	1.1
35	CCN1CCCC1CNCc1ccccc1OCc1ccc(F)cc1 (stereo not drawn)	-17	-12	-4	-1	1.7
36	O=C(O)c1cccc(Nc2nc(N3CCOCC3)nc(N3CCOCC3)n2)c1	22	8	3	-6	0.8
37	OC(COc1ccccc1)CN1CCN(c2ncccn2)CC1 (stereo not drawn)	-19	2	-5	-8	0.8
38	O=C(NCCCN1CCC(Cc2ccccc2)CC1)C1CC(=O)N(C2CCCC2)C1 (stereo not drawn)	-11	12	8	-6	1.6
39	CC1=C(C(=O)OCc2ccc3c(c2)OCO3)C(c2ccccc2)NC(=O)N1 (stereo not drawn)	5	.	.	-7	0.6
40	C=CCn1c(SCC(=O)c2ccc(Br)cc2)nnc1C(CC(C)C)NC(=O)c1cccs1 (stereo not drawn)	-44	-2	3	0	0.8
41	CCC(C(=O)N1CCc2cc(OC)c(OC)cc2C1)c1ccccc1 (stereo not drawn)	-26	-3	3	-8	1.6
42	Clc1ccc(Cn2ncc3c(N4CCCCC4)ncnc32)c(Cl)c1	-3	-4	14	-4	1
43	CCCc1cc(C(=O)Nc2cccc(Cl)c2)no1	.	.	-7	.	0.7
44	COc1ccccc1NC(=O)N(Cc1cc2cc(OC)c(OC)cc2[nH]c1=O)CC1CCCO1 (stereo not drawn)	-1	-1	5	-11	1.6
45	O=C(NCc1cccs1)C1CCC(=O)N1C1CCCCC1 (stereo not drawn)	9	-2	-3	1	0.9

entry	CD11b adhes inh	sEH activator	PostGolgi ctrl	Ecoli WT expand
31	22	10	0	3
32	-26	-2	44*	-20
33	-7	2	-4	5
34	-1	7	-6	5
35	-8	14	2	11
36	-2	-8	5	7
37	.	4	5	10
38	-8	-12	6	8
39	3	.	.	.
40	3	3	26	-7
41	.	3	12	-8
42	18	5	19	1
43	-7	.	4	12
44	-2	-1	1	-1
45	.	1	14	2

# Some of the entries so far, as tab-separated lines.
entry	mol	S1P2 antag	sEH inhibitor	PostGolgi yeast	S1P2 agonist	PLAP activator	CD11b adhes inh	sEH activator	PostGolgi ctrl	Ecoli WT expand
28	Cc1ccc(Cc2cnc(NC(=O)/C(C#N)=C/c3ccc(-c4cccc([N+](=O)[O-])c4)o3)s2)cc1	9	-1	-3	-10	1	-21	2	2	-9
29	COc1ccccc1NC(=S)NCc1ccco1	-2	2	-3	-4	1	-2	2	7	8
30	Cn1c(=O)c2c(ncn2CC(=O)Nc2ccccc2Sc2ccccc2)n(C)c1=O	-9	-3	8	-5	1.2	-9	3	2	-1
31	N#CCC(=N)N1CCN(c2ccc(Cl)cc2)CC1	-2	-8	14	-3	1	22	10	0	3
32	O=C(Cn1c(C(=O)NCc2ccco2)cc2sccc21)c1ccccc1	-9	4	-4	0	1	-26	-2	44*	-20
33	CC1CC(C)CN(CC(C)(C)NS(=O)(=O)c2ccccc2)C1 (stereo not drawn)	-17	0	15	-1	0.7	-7	2	-4	5
34	Cc1cc(C)nc(-n2nc(C)c(Oc3ccccc3O)c2C)n1	7	-7	7	0	1.1	-1	7	-6	5
35	CCN1CCCC1CNCc1ccccc1OCc1ccc(F)cc1 (stereo not drawn)	-17	-12	-4	-1	1.7	-8	14	2	11
36	O=C(O)c1cccc(Nc2nc(N3CCOCC3)nc(N3CCOCC3)n2)c1	22	8	3	-6	0.8	-2	-8	5	7
37	OC(COc1ccccc1)CN1CCN(c2ncccn2)CC1 (stereo not drawn)	-19	2	-5	-8	0.8	.	4	5	10
38	O=C(NCCCN1CCC(Cc2ccccc2)CC1)C1CC(=O)N(C2CCCC2)C1 (stereo not drawn)	-11	12	8	-6	1.6	-8	-12	6	8
39	CC1=C(C(=O)OCc2ccc3c(c2)OCO3)C(c2ccccc2)NC(=O)N1 (stereo not drawn)	5	.	.	-7	0.6	3	.	.	.
40	C=CCn1c(SCC(=O)c2ccc(Br)cc2)nnc1C(CC(C)C)NC(=O)c1cccs1 (stereo not drawn)	-44	-2	3	0	0.8	3	3	26	-7
41	CCC(C(=O)N1CCc2cc(OC)c(OC)cc2C1)c1ccccc1 (stereo not drawn)	-26	-3	3	-8	1.6	.	3	12	-8
42	Clc1ccc(Cn2ncc3c(N4CCCCC4)ncnc32)c(Cl)c1	-3	-4	14	-4	1	18	5	19	1

# Later entries.
entry	SMILES	S1P2 antag	sEH inhibitor	PostGolgi yeast	S1P2 agonist	PLAP activator
46	Cc1ccc(-c2nc3ccccc3o2)cc1NC(=S)NC(=O)/C=C/c1ccco1	-5	1	4	1	0.9
47	Cc1nn(-c2ccccc2)c(Cl)c1C1C(C#N)=C(N)OC2=C1C(=O)CCC2 (stereo not drawn)	.	.	-5	.	1.3
48	Cn1c(SCC(=O)NCc2ccc(F)cc2)nc2ccccc21	5	1	6	-3	0.9
49	COCCNC(=O)C(C)N(c1ccc(Oc2ccccc2)cc1)S(C)(=O)=O (stereo not drawn)	1	-17	3	-2	1.3
50	Cc1ccc(Nc2nc(N)nc(CN3CCN(Cc4ccc5c(c4)OCO5)CC3)n2)c(C)c1	19	-7	3	-7	1.5
51	O=C(O)c1ccc(C(=O)c2ccc3c(c2)C(=O)N(Cc2ccco2)C3=O)cc1	0	0	1	-4	1.3
52	COc1ccc(-c2nc(C#N)c(N3CCCCCC3)o2)cc1OC	-18	9	13	-4	1.5
53	Clc1ccc(OCc2nnc(-c3ccccc3Br)o2)c(Cl)c1	-3	8	-7	-5	1
54	N#CCSc1nc2ccccc2c(=O)n1-c1ccccc1	-40	-14	3	1	1
55	Nc1c(S(=O)(=O)c2ccccc2)c2nc3ccccc3nc2n1/N=C/c1cccc(O)c1	-4	.	1	-2	1.2
56	Cc1cccc(C(=O)OCC(=O)Nc2ccc(N3CCCCC3)cc2)c1O	-17	63	4	-4	0.8
57	CC(C)NC(=O)c1ccc2c(c1)N(CC(=O)N1CCOCC1)C(=O)C(C)(C)O2	13	.	2	-3	1.1
58	CCN1CCc2c(C#N)c(NCc3ccccc3)nc(N(CC)CC)c2C1	12	-7	-2	-4	1.2
59	O=c1c2nnn(Cc3ccccc3)c2ncn1C/C=C/c1ccccc1	.	.	-10	.	0.9
60	CC1Cc2nc(SCC(=O)NCCc3ccccc3)n(C)c(=O)c2S1 (stereo not drawn)	-1	-4	7	-5	.

entry	CD11b adhes inh	sEH activator	PostGolgi ctrl	Ecoli WT expand
46	.	0	8	-6
47	13	.	5	2
48	1	-2	4	3
49	-6	14	3	6
50	8	9	1	1
51	-23	1	7	-12
52	-7	-8	34*	-4
53	0	-8	7	-7
54	4	18	-2	0
55	3	.	25	-10
56	0	-62	-3	-9
57	-10	.	12	7
58	0	6	5	15
59	-18	.	8	1
60	.	3	-3	4

# Assay outcomes (PubChem BioAssay)
